Source: PubChem (National Center for Advancing Translational Sciences (NCATS))
GRP78 ERSR act – induces the endoplasmic reticulum stress response in human glioma cells; Potency, µM, inactives show at the highest dose activation, actives largely listed as activators; hit rate 0.02% among 420,000; U87-MG GRP78 promoter luciferase reporter, 16 h; note: potency is the fitted concentration of half-maximal effect; series mostly up to about 76 µM; % of control where 0% means no effect; nearly all actives have a fitted effect of over 35% in size
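Stably transfected U87-MG human glioma cells carrying a GRP78-based luminescent sensor were seeded at 1000 cells/well, pin-dosed with compounds and incubated 16 h. Luciferase reagent was then added, and end-point luminescence was read after 10 min at room temperature.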
TrxR1 substrate – substrates of rat thioredoxin reductase 1; O89049; purified TrxR1 substrate turnover, NADPH consumption readout; Potency, µM (top dose mostly 114 µM), inactives show at the top dose activity change, negative = substrate turnover; hit rate 0.01% among 390,000; AID 588456; note: potency is the fitted concentration of half-maximal effect; % is set by controls: 0 for no effect and ±100 for the full control effect; nearly all actives have a fitted effect of over 50% in size
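Rat TrxR1, dispensed at 90 nM, was prereduced with 400 uM NADPH (final) for 5 min at ~22 deg C, then incubated with compound 15 min before 400 uM selenite. A first-read NADPH fluorescence drop versus no-compound background flagged substrates.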
Vif-A3F inh – Vif-A3F binding inhibition; HeLa A3F-eYFP + Vif (tagged APOBEC3F with the HIV-1 protein that degrades it), YFP fluorescence increase; Potency, µM (titrated, usually from 46.1 µM), for inactives: at the highest dose activity, negative = active; hit rate 0.2% among 390,000; AID 602313; note: potency is the fitted concentration of half-maximal effect; % of control where 0% means no effect; nearly all actives have a fitted effect of over 65% in size
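Fluorescence increase (Ex 488/Em 500-530) after overnight compound treatment at 37 deg C flags inhibition of Vif-driven A3F-eYFP loss in stable HeLa A3F-eYFP/Vif cells seeded overnight beforehand.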
IDH1 R132H inh – blocks human mutant IDH1 R132H enzyme | IDH1-R132H enzyme, NADPH consumption, diaphorase/resazurin fluorescence | Potency, µM (doses to about 76.6 µM), inactives show at the highest dose activity change, negative = inhibition, most hits filed as inhibitors | AID 602179 | hit rate 0.093% among 390,000; note: potency is the fitted concentration of half-maximal effect; % is set by controls: 0 for no effect and ±100 for the full control effect; nearly all actives have a fitted effect of over 65% in size
Target sequence (O75874 whole entry R132H, stated change not applied): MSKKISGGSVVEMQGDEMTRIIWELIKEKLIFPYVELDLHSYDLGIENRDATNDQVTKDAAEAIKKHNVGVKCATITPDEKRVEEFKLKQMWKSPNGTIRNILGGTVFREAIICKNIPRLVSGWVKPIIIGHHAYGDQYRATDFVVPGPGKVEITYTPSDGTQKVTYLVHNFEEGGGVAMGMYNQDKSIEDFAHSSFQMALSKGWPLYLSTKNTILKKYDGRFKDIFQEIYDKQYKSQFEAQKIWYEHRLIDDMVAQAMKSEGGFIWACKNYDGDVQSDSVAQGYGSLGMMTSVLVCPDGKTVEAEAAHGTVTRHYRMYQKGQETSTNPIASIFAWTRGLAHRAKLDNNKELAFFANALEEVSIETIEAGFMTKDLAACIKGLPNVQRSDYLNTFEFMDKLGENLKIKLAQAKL
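IDH1-R132H (0.5 ug/mL) preincubated 30 min with compound, then NADPH (0.016 mM) and alpha-KG (2 mM) added; 80 min at RT, pH 7.5. Remaining NADPH coupled via diaphorase/resazurin to fluorescence (540/590 nm); concentration-response curves normalized to no-enzyme control.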
LDHA block – LDHA (human) enzyme inhibition; P00338; purified LDHA, NADH/diaphorase-resazurin fluorescence; stronger effect = lower value; activity change, % (values are at about 110 or 230 µM); hit rate 0.15% among 480,000; AID 1347041; in the data active = activity change below about -30%; inconclusive = mostly about -25% to -30%;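 note: plate controls were DMSO wells for no effect and wells without enzyme for full effect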
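LDH5 2 nM; NADH 0.06 mM, pyruvate 0.2 mM; 200 mM Tris pH 7.4, EDTA, Tween-20; 5 min RT. Detection: diaphorase 0.133 mg/mL + resazurin 37 µM, fluorescence ex540/em590 at 0 and 20 min; normalized to enzyme-free and DMSO wells.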
rTrxR1 inhibitor – blocks rat thioredoxin reductase 1. AID 588453. hit rate 1% among 390,000. recombinant rTrxR1, NADPH fluorescence consumption, selenite substrate. O89049. Potency, µM (doses to about 114 µM), inactives show at the highest dose activity change, negative = inhibition, most hits filed as inhibitors; note: potency is the fitted concentration of half-maximal effect; % is set by controls: 0 for no effect and ±100 for the full control effect; nearly all actives have a fitted effect of over 65% in size
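Rat TrxR1 (90 nM in the dispensed reagent) was pre-reduced with 400 uM NADPH for 5 min at room temperature, then incubated with compound for 15 min. After 400 uM selenite was added, NADPH fluorescence (Ex 340/Em 450 nm) was followed for 8 min.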
RGS4 inh – inhibitors of human regulator of G protein signaling 4. P49798. Transcreener GDP fluorescence polarization, RGS4-accelerated GTP hydrolysis. Potency, µM (series often up to 114 µM), inactives show top-dose activity change, negative = inhibition, usual class: inhibitors. hit rate 0.039% among 390,000. AID 504845; note: potency is the fitted concentration of half-maximal effect; % is set by controls: 0 for no effect and ±100 for the full control effect; nearly all actives have a fitted effect of over 75% in size; some results filed as inactive show a strong effect at the top dose
Target sequence (P49798 whole entry, looked up): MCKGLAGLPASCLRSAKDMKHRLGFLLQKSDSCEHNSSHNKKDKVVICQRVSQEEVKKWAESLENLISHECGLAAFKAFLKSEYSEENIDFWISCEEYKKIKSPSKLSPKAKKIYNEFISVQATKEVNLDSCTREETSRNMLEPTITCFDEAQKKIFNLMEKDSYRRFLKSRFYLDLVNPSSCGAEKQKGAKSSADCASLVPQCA
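MLSMR compounds (23 nl, pin-transferred) preincubated 10 min at room temperature with a 500nM (2x) first reagent, then RGS4 at 900nM (2x) plus Transcreener GDP mix added; fluorescence polarization (620/688 nm) read before and after 90 min at 30 °C.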
Vif-A3G inh – inhibitors of Vif-APOBEC3G interaction; Q9HC16; HeLa A3G-eYFP + Vif (tagged APOBEC3G with the HIV-1 protein that degrades it), YFP fluorescence, overnight; Potency, µM (titrated, usually from 46.1 µM), for inactives: at the highest dose activity, negative = active, usual class: inhibitors; hit rate 0.076% among 410,000; AID 602310;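 note: potency is the fitted concentration of half-maximal effect; % is set by controls: 0 for no effect and ±100 for the full control effect; nearly all actives have a fitted effect of over 60% in size; hits raise eYFP signal because A3G escapes Vif-driven loss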
Target sequence (Q9HC16 whole entry, looked up): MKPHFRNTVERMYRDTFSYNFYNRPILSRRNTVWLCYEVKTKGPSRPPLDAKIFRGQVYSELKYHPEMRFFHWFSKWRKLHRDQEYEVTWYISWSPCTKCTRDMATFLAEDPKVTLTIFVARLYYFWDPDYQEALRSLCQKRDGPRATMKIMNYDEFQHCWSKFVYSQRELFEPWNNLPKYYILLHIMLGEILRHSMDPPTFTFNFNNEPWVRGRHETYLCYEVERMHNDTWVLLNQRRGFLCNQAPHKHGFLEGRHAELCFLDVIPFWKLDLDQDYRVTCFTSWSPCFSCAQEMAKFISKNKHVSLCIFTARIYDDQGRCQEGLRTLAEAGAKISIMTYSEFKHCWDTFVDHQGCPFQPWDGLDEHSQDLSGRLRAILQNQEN
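Read-out is eYFP fluorescence (Ex 488/Em 500-530) from Vif-expressing HeLa A3G-eYFP cells; more signal means A3G escaped Vif-mediated degradation. Cells plated overnight, compound pinned in, incubated overnight at 37 deg C.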
USP1-UAF1 inh – inhibitors of human USP1/UAF1 deubiquitinase; AID 743255; hit rate 0.23% among 390,000; recombinant USP1/UAF1, Ub-Rhodamine cleavage fluorescence; O94782; Potency, µM (doses to about 57.1 µM), for the others: at the top dose activity change, negative = inhibition, actives largely listed as inhibitors; note: potency is the fitted concentration of half-maximal effect; % is set by controls: 0 for no effect and ±100 for the full control effect; nearly all actives have a fitted effect of over 60% in size; inactives centre near -12
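Step one: compound is pinned into 1nM USP1/UAF1 in HEPES pH 7.8 buffer with TCEP. Step two: 15 min room-temperature incubation. Step three: Ub-Rho (150nM final) starts cleavage, tracked by fluorescence over six one-minute reads.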
An asterisk follows results filed as active; ? = inconclusive; . = no result given; [ ] = another dose, or the depositor's remark. Unless noted, calls come from the whole dose curve; as a rule, active = well fitted curve in the direction sought with a large enough effect; inconclusive = small, poorly fitted or top-dose-only effect, or another doubt; inactive = no such curve, though single readings can be large; an effect the other way counts as inactive or inconclusive. These rows are one share of the data; rates above refer to the full screens.

Under each structure: GRP78 ERSR act | TrxR1 substrate | Vif-A3F inh | IDH1 R132H inh | LDHA block | rTrxR1 inhibitor | RGS4 inh | Vif-A3G inh | USP1-UAF1 inh
- O=C(CSc1nccn1C1CCCC1)Nc1cc(C(F)(F)F)ccc1Cl
 : 1% | -5%[57.1 µM] | -6% | 13% | 5 | -6%[57.1 µM] | -4% | -4% | -20%
- CCN(CC)S(=O)(=O)c1cc(C(=O)OCC(=O)NC2CCCc3ccccc32)ccc1C (stereo not given)
 : -5% | -11% | -8% | 11% | 0 | 2% | -9% | -3% | -20%
- CCC(C(=O)Nc1cc(OC)cc(OC)c1)n1nc(-c2ccc(C)c(C)c2)ccc1=O (stereo not given)
 : 1% | 0% | -9% | -17% | 2 | 43%[activator] | -6% | 3% | -18%
- O=c1c2ccccc2nc(SCc2cccc(F)c2)n1Cc1ccco1
 : -1% | 1% | -5% | 0% | 6 | 4% | 9% | 1% | -3%
- O=C(O)CC1(CC(=O)Nc2cc3ccccc3cn2)CCCCC1
 : -3% | 22% | 4% | 6% | -3 | 11%[57.1 µM] | -1% | -2% | -14%
- Cc1c(NC(=O)c2nn3c(C(F)(F)F)cc(-c4ccccc4)nc3c2Cl)c(=O)n(-c2ccccc2)n1C
 : -5% | 6%[57.1 µM] | 1% | 2% | -1 | 11%[57.1 µM] | 3% | 4% | 0%
- Cc1cccnc1NC(=O)c1cccc(S(=O)(=O)N2CCN(c3ccc(F)cc3)CC2)c1
 : -4% | -8% | ? | 3% | -5 | -2% | 2% | 2% | -7%
- C=CCn1c(-c2cccc(S(=O)(=O)N3CCOCC3)c2)n[nH]c1=S
 : -2% | 0%[57.1 µM] | 5% | 15% | -6 | -9%[57.1 µM] | -4% | 5% | -14%
- Cc1cc(C)c(C#N)c(SCC(=O)Nc2cc(C)on2)n1
 : 5% | 10% | 2% | 3% | -13 | -16% | -3% | -10% | -1%
- Cc1cccc(N2C(=O)C(CC(=O)Nc3ccc(F)cc3)N(C3CCCC3)C2=O)c1 (stereo not given)
 : 0% | -4% | 0% | 4% | 1 | -5% | -26% | 1% | 0%
- CCOC(=O)C1CCN(C(=O)c2c(C)nn(-c3ccc(F)cc3)c2-n2cccc2)CC1
 : -2% | -4% | -2% | 0% | -5 | 9% | 8% | -5% | -20%
- Cc1ccc(Cl)c(OCC(=O)OC(C)C(=O)NC2CC2)c1 (stereo not given)
 : -3% | -14% | 2% | 2% | -8 | -13% | 3% | 0% | -3%
- CCOc1ccc(-c2cc3c(=O)n(Cc4nc(-c5ccccc5OCC)oc4C)ccn3n2)cc1Cl
 : -3% | 2% | -3% | 10% | -2 | 7% | 2% | 6% | -6%
- CN(C1CCCCC1)S(=O)(=O)c1ccc2c(c1)c(=O)c(C(=O)NCCc1ccccc1)cn2C
 : -1% | 11% | 1% | -4% | 4 | 38%[activator] | -6% | -6% | -14%
- CC1CC(NC(=O)Cc2ccc(Br)cc2)CC(C)(C)C1 (stereo not given)
 : -8% | -1% | 0% | 12% | 3 | 2% | -79%[56.9 µM] | -2% | -6%
- Cc1ccc(S(=O)(=O)N(Cc2ccc(Cl)cc2)c2ccccc2C(=O)NCc2cccnc2)cc1
 : -4% | -14% | -16% | 0% | -4 | -12% | -17% | -16% | -12%
- CC(C)C[C@@]12C(=O)N(c3cccc(Cl)c3)C(=O)N1[C@H](c1ccc(Cl)cc1)[C@@H]1C(=O)N(C3CCCCC3)C(=O)[C@@H]12
 : -3% | -2% | 0% | 15% | -4 | 11%[57.1 µM] | -8% | -4% | -10%
- Cn1cccc1C(=O)OCC(=O)Nc1ccc2c(c1)OCO2
 : 8% | 11%[57.1 µM] | -3% | -7% | -7 | 20% | -15% | 8% | ?
- COC(=O)CNC(=O)c1ccc2c(c1)S(=O)(=O)c1ccccc1C2=O
 : -7% | 4% | . | 2% | -2 | 19% | -1% | -4% | -7%
- O=C(CSc1nnc(CNC(=O)c2c(F)cccc2F)o1)NCCc1ccccc1
 : -3% | -4% | 4% | 2% | -4 | -7% | 2% | 1% | -11%
- COc1ccc(NC(=O)NCc2ccc(Cl)cc2)cc1
 : -3% | 5% | 1% | 1% | -1 | 15% | -1% | 0% | -11%
- CCCCOC(=O)c1ccc(NC(=O)C(=O)NCCN(CC)CC)cc1
 : 7% | -1%[57.1 µM] | 6% | -7% | -6 | 10%[57.1 µM] | -10% | 5% | -1%
- Fc1ccc(F)c(Nc2c3c(nc4ccc(Cl)cc24)CCC3)c1
 : -2% | -14% | ? | ? | -6 | -18% | 35% | -16% | -14%
- Fc1ccc(-c2nc3c4ccccc4ccn3c2Cc2ccccc2)cc1
 : 0% | . | -1% | -5% | -2 | . | . | -2% | ?
- O=C(OCC#CCSc1nnc(-c2ccccc2)o1)c1ccco1
 : 3% | -8% | 6% | 0% | -3 | -18% | 0% | 4% | -6%
- Cc1ccc(-n2c(=O)c3c(cnn3C)n(CC(=O)Nc3cccc(Cl)c3)c2=O)cc1
 : 0% | 7%[2.29 µM] | -2% | -4% | 1 | 14% | 1% | -2% | -13%
- CCOC(=O)c1c(N)c(C#N)cn1-c1ccccc1
 : 0% | 9% | -7% | 8% | 1 | 16% | 33% | 2% | -5%
- COCCNc1cc(C)nc2c3c(C)cc(C)nc3nn12
 : 0% | 920%[activator] | 2% | 8% | 1 | ? | -24% | 0% | -3%
- c1ccc(Cn2c(CN3CCCC3)nc3ccccc32)cc1
 : -2% | -14% | 1% | 5% | -1 | -28% | 2% | 1% | -14%
- CCOC(=O)c1ccccc1NC(=S)N1CCCCC1
 : -3% | 4%[57.1 µM] | 10% | 2% | -5 | 7%[57.1 µM] | 5% | 0% | -10%

More compounds follow.
| molecule | GRP78 ERSR act | TrxR1 substrate | Vif-A3F inh | IDH1 R132H inh | LDHA block | rTrxR1 inhibitor | RGS4 inh | Vif-A3G inh | USP1-UAF1 inh |
| --- | --- | --- | --- | --- | --- | --- | --- | --- | --- |
| COc1ccc(CC(=O)Nc2ccc3c(c2)C(=O)N(CCC(=O)O)C3=O)cc1 | 1% | -3% | -6% | 2% | -9 | 19% | -10% | 3% | -11% |
| CCC1(C)C2(C#N)C(N)=NC(OC)(OC)C12C#N (stereo not given) | -2% | -4% | -17% | 2% | -4 | -10% | -16% | 0% | 2% |
| C=Cn1cc[n+](CC(=O)c2cc(C(C)(C)C)c(O)c(C(C)(C)C)c2)c1 | -3% | -10% | 2% | -9% | 4 | 7% | 26% | 2% | -24% |
| COc1ccc(Cl)cc1NC(=O)CN(C)C(=O)c1cc2c(s1)CCC(C)C2 (stereo not given) | -3% | -4% | -7% | 2% | 4 | -1% | -36% | 1% | -10% |
| CC1CC(C)CN(C(=O)CNS(=O)(=O)c2cccs2)C1 (stereo not given) | -1% | 1% | -8% | -8% | -1 | 20% | 15% | 3% | -11% |
| CCCCCCC(O)(c1ccccc1)C(CN1CCOCC1)c1ccccc1 (stereo not given) | 5% | 2% | -14% | 5% | 1 | 15% | 4% | -7% | -19% |
| Cc1ccn(CCNC(=O)C2CCC(=O)N(Cc3ccc(Cl)cc3)C2)n1 (stereo not given) | 0% | 2% | -29% | -1% | -2 | 12% | -12% | 0% | 1% |
| CC(C)(C)OC(=O)N1CCC[C@H]1c1nnc(SCC(=O)Nc2ccc(Br)cc2)o1 | -11% | 5%[57.1 µM] | -16% | 5% | -2 | 26%[57.1 µM] | 2% | 0% | ? |
| COc1ccc(Cc2nc3ccc(C(=O)NCc4cc(Br)ccc4OC)cc3o2)cc1 | -3% | 3%[57.1 µM] | -2% | 0% | 3 | 32%[activator][57.1 µM] | -26% | 5% | ? |
| CC(=O)NC(Cc1ccc(C(C)C)cc1)C(=O)NC1CCN(C(=O)c2cccc(C)c2)CC1 (stereo not given) | -1% | -2% | 12% | 4% | -6 | -3% | -5% | 0% | -9% |

Arranged by value in RGS4 inh (falling): some entries from above
compound	TrxR1 substrate	rTrxR1 inhibitor	RGS4 inh	Vif-A3G inh	USP1-UAF1 inh
c1ccc(Cn2c(CN3CCCC3)nc3ccccc32)cc1	-14%	-28%	2%	1%	-14%
CCN(CC)S(=O)(=O)c1cc(C(=O)OCC(=O)NC2CCCc3ccccc32)ccc1C (stereo not given)	-11%	2%	-9%	-3%	-20%
Cn1cccc1C(=O)OCC(=O)Nc1ccc2c(c1)OCO2	11%[57.1 µM]	20%	-15%	8%	?
